# HCT116 PTEN-null = growth suppression of PTEN-null HCT116, primary screen, cell-based, CellTiter-Glo. HCT116 PTEN-null viability, 60 h; hits give low values. viability, % at 10 µM. 140,000 tested, 1.2% active. AID 827, 2007;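 active means viability at or below a set limit, 4 SD under the median of all tested compounds, cut at about 3.7% in these data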;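 further: PTEN knockout HCT116 line with beta catenin targeted HCT116 as companion control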
# Yeast growth inh = growth inhibitors of yeast BB579 in restrictive medium, primary screen, yeast lifespan-shortening project, S. cerevisiae. OD615, 48 h. 140,000 tested, 0.51% active. inhibition, % at 10 µM;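 active means inhibition above a set limit, 3 SD over the mean compound inhibition, cut at about 44% in these data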; further: inactives centre near -24
#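 Assay system – yeast BB579 (DeaD) · Dosing – single compound dose of 10 µM, 0.25% DMSO final · Detection – OD615 turbidity measurement · Buffer or medium – CSMM-D restrictive synthetic medium containing dextrose (glucose) · Benchmarks – positive control amphotericin B 10 µg/mL · Incubation – 48 h exposure, 30 °C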
# Phagocytosis inh = inhibitors of macrophage phagocytosis, primary screen, imaging, J774A.1 cells, IgG beads. J774A.1 macrophage IgG-bead phagocytosis. inhibition, % at 5 µM. 110,000 tested, 0.07% active. AID 1029, 2008;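 active means inhibition above the mean of the plate negative controls plus 5 SD, cut at about 13% in these data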;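 further: phagocytic index as fraction of beads internalized from green versus red external bead signal; plate controls were DMSO negative control for no effect and cytochalasin-D positive control for full effect; some results beyond the cut were filed as inactive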
# NPY-Y2 antag = NPY-Y2 receptor antagonists, primary screen, cell-based; Neuropeptide Y receptor type 2 (Homo sapiens), P49146; NPY-Y2 expressing cells, antagonist mode; inhibition, % at 2.7 µM; 140,000 tested, 0.99% active; in the data active means inhibition above about 17%;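 further: 0% = vehicle with agonist challenge and 100% = reference antagonist with challenge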
# Target sequence (P49146 whole entry, looked up): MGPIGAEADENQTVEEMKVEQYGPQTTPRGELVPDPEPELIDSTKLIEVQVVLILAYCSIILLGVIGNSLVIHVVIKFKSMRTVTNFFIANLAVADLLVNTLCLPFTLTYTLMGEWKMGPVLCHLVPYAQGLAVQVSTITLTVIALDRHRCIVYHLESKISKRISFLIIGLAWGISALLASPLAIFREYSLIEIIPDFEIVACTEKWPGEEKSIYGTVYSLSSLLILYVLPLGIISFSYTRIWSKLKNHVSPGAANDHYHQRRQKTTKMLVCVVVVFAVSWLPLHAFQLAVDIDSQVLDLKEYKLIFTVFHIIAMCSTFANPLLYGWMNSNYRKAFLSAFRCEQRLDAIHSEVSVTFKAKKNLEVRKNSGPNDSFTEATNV
# E-sel TNF inh = E-selectin induction blockers in HUVEC – imaging, immunofluorescence, high content, primary screen | inhibition, % at 2 µM | 120,000 tested, 0.71% active | HUVEC TNFa-induced E-selectin immunofluorescence;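 active means inhibition above the batch mean plus 3 SD, and confirmed as a hit on visual image review, cut at about 43% in these data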;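 further: 0% = TNF-stimulated DMSO wells and 100% = unstimulated control wells; not every result past the cut was called active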
# Measles CPE = compounds protecting cells from measles virus cytopathic effect, primary screen, measles RdRp inhibitor project, single point, MLSMR library, absorbance; Measles virus-infected cells, CPE protection; 140,000 tested, 1.5% active; protection (pct of control), % at 4 µM; in the data active means protection mostly above about 24%, no sharp cut-off; inactive means mostly below about 26%; further: some compounds called inactive have numbers as strong as hits
# Yeast life ext = compounds extending yeast replicative lifespan, primary screen, S. cerevisiae, OD615. S. cerevisiae growth with nicotinamide; deaD strain in restrictive glucose medium. inhibition of the nicotinamide effect, % at 10 µM. 130,000 tested, 0.68% active;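 active means inhibition above a set limit, placed 3 SD over the median of all compounds, cut at about 26% in these data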;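 further: 0% = nicotinamide-treated wells and 100% = cells grown without nicotinamide; some compounds called inactive have numbers as strong as hits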
#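 Assay system: engineered S. cerevisiae DeaD replicative-lifespan strain, galactose-grown log-phase cells; medium: restrictive CSMM-D dextrose medium; also added: nicotinamide, 1.5 mM, co-present with compound; schedule: 48 h compound exposure at 30 °C, humidified; detection: absorbance at 615 nm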
# HCT116 bCat-KO = primary screen for growth suppressors in beta-catenin knockout HCT116 cells (colon tumor, human); HCT116 beta-catenin knockout viability, CellTiter-Glo, 60 h; hits give low values; viability, % at 10 µM; 140,000 tested, 1.5% active; AID 818, 2007;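 active means viability at or under a set limit, the compound median less 4 SD, cut at about 6% in these data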;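 further: 0% = Hyamine 1622 control at 20 µM and 100% = untreated cell control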
# MRP-1 activ = H69AR viability gain despite doxorubicin, primary screen, MRP-1 activator project, H69AR cells, CellTiter-Glo; viability rescue; viability increase, % at 10 µM; 140,000 tested, 0.61% active;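 active means viability gain under doxorubicin at or above a set limit, the compound median plus 3 SD, cut at about 4.7% in these data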;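 further: MRP-1 overexpressing cells given doxorubicin 25 µM after compound pretreatment; 18-22 h compound pretreatment then 72 h with doxorubicin before readout; 0% = doxorubicin-only wells and 100% = vehicle-treated cells without doxorubicin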
# GALR2 blocker = GALR2 antagonists in receptor-expressing cells, primary screen; 140,000 tested, 0.39% active; inhibition, % at 4 µM; Galanin receptor type 2 (Homo sapiens), O43603; antagonist mode; in the data active means inhibition above about 27%;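 further: cells stimulated with galanin 1-16 at roughly its EC80; 0% = agonist challenge control and 100% = basal control without agonist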
# Target sequence (O43603 whole entry, looked up): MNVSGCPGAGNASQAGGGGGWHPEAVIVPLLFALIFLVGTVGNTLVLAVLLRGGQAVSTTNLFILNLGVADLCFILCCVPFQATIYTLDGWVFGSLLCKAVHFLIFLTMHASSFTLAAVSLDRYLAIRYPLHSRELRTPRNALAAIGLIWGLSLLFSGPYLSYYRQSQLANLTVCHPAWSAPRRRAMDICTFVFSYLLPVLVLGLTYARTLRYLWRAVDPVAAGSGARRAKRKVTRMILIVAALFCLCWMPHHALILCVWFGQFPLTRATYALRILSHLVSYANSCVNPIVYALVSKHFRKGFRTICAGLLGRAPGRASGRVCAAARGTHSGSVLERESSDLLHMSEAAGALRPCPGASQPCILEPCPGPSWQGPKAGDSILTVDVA
# An asterisk follows results filed as active; . = no result given; & = joins results of further samples.
SMILES,HCT116 PTEN-null,Yeast growth inh,Phagocytosis inh,NPY-Y2 antag,E-sel TNF inh,Measles CPE,Yeast life ext,HCT116 bCat-KO,MRP-1 activ,GALR2 blocker
CCOC(=O)CN1C(=O)CN(c2ccc(C)c(C)c2)C1=O,87,-18,-4,5,.,12,-3,95,-1.4,4
O=C(CNc1ccc(Oc2ccccc2)cc1)N1CCOCC1,87,-55,0,3,0,18,-13,90,-1.3,1
Cc1nc2c(-c3ccc(F)cc3)c(C)nn2c(C)c1CCC(=O)NCCN1CCOCC1,102,-10,0,3,10,4,-8,92,-3.1,1
CN1CCN(C(=O)c2ccc(N3CCCC3=O)cc2)CC1,93,-11,0,0,1,4,-3,95,-2.4,12
CCOC(=O)NC1(C(F)(F)F)NC(=O)N(C2CCCCC2)C1=O (centres undefined),110,-21,0,5,4,11,-5,111,0.4,-8
COC(=O)c1cc(C(=O)OC)cc(-n2c(C)cc(C(=O)CC#N)c2C)c1,110,6,-2,1,.,6,-11,92,-1.5,-4
COc1cc(/C=N/NC(=O)CCn2cnc(-c3ccccc3)c2-c2ccccc2)ccc1O,65,-13,2,8,.,15,-5,69,-3.1,-8
CCCC1CC(C)(C(=O)CSc2n[nH]c(-c3ccccc3)n2)OC1=O (centres undefined),99,-92,1,1,-3,19,-5,93,-0.2,-1
CCOC(=O)C1=C(C)NC(SC)=NC1c1ccc(OC)cc1 (centres undefined),101,-25,.,0,-17,5,.,91,-3.6,9
O=C1CC(N2CCOCC2)C(=O)N1c1ccccc1Cl (centres undefined),93,-54,-2,2,-11,.,-11,98,-0.9,5
CCOC(=O)c1c(C)[nH]c(C)c1C(=O)COC(=O)/C=C/c1cccc(C(F)(F)F)c1,93,-7,-7,0,.,6,-1,82,-2.4,-4
O=C1NCCN1C(=O)C12CC3CC(CC(C3)C1)C2,90,-28,.,2,.,38,-5,89,0.1,5
O=c1cc(-c2ccccc2)nc2nc(SCc3ccccc3)[nH]n12,94,-33,0,4,8,13,-10,98,-2.2,6
Cc1occc1C(=O)Nc1cccc(C(F)(F)F)c1,99,-24,.,0,12,15,.,100,2.0,13
Cc1cc2nc(SCCN3CCCC3)[nH]c2cc1C,82,-12,0,1,.,3,-13,85,-2.0,7
COC(=O)Nc1ncc(CN2CCCCC2)s1,92,15,0,0,3,4,-22,87,-2.5,5
O=C(c1ccc2snnc2c1)N1CCN(c2ccccc2)CC1,90,-36,0,2,6,3,0,92,-0.2,0
O=C(CCC(=O)N1CCN(S(=O)(=O)c2ccc(Cl)cc2)CC1)Nc1ccc(Cl)cc1Cl,65,-3,-4,1,9,5,-9,73,2.3,1
COc1ccc(/C=N/Nc2nonc2N)cc1,102,-10,1,-1,17,6,-29,114,3.3,10
Cn1cc(CNC(=O)/C=C/c2ccc(Cl)cc2)cn1,80,-12,-1,1,23,2,0,87,-1.3,-3
COc1ccc(C2C(C#N)C(C#N)N3CCCN23)cc1 (centres undefined),90,-44,-4,2,-3,6,-7,87,-2.6,4
Cc1ccc(NC(=O)CCNS(=O)(=O)c2cccc3nsnc23)cc1,92,-37,-2,1,-11,6,0,81,-2.1,-17
OC1CCCCC1Sc1nc2ccccc2s1 (centres undefined),86,-18,0,0,5,6,28,80,-1.0,-10
CN(c1ccc(C(=O)Nc2cccnc2)cc1)S(C)(=O)=O,93,-44,.,6,-18,1,-6,101,-0.4,-13
Cc1cc(C)n(-c2nc3ccccc3nc2N2CCCC2)n1,94,-44,.,11,-8,2,-2,85,-1.8,1

# Compound profiles, from the list above.
# Cc1ccc(NC(=O)CCNS(=O)(=O)c2cccc3nsnc23)cc1 is listed as HCT116 PTEN-null = 92; Yeast growth inh = -37; Phagocytosis inh = -2; NPY-Y2 antag = 1; E-sel TNF inh = -11; Measles CPE = 6; Yeast life ext = 0; HCT116 bCat-KO = 81; MRP-1 activ = -2.1; GALR2 blocker = -17
# CCOC(=O)NC1(C(F)(F)F)NC(=O)N(C2CCCCC2)C1=O (centres undefined) is listed as HCT116 PTEN-null = 110; Yeast growth inh = -21; Phagocytosis inh = 0; NPY-Y2 antag = 5; E-sel TNF inh = 4; Measles CPE = 11; Yeast life ext = -5; HCT116 bCat-KO = 111; MRP-1 activ = 0.4; GALR2 blocker = -8

# Other records:
SMILES,HCT116 PTEN-null,Yeast growth inh,Phagocytosis inh,NPY-Y2 antag,E-sel TNF inh,Measles CPE,Yeast life ext,HCT116 bCat-KO,MRP-1 activ,GALR2 blocker
O=C(NCCOc1nc(N2CCOCC2)nc(N2CCOCC2)n1)Nc1ccccc1,105,1,.,0,3,10,-21,89,-2.6,7
COc1ccc(C=NCCCN2CCOCC2)cc1,83,-22,.,5,-10,18,-2,88,-3.2,-3
Cc1ccc(Oc2nnc(-c3ccccc3)cc2C#N)cc1,95,-32,.,0,40,28,-16,99,-2.8,3
CC(NC(=O)c1ccccc1Cl)C1COc2ccccc2O1 (centres undefined),103,-6,.,1,2,14,-9,100,-0.1,-6
COc1ccc(C2Nc3ccccc3C(=O)N2Cc2ccco2)cc1COc1ccccc1F (centres undefined),71&71,-36,0,25*,0,3,1,67,-0.5,-2
O=C(CCCn1c(=O)[nH]c2cc(Cl)ccc2c1=O)N1CCN(c2ccc([N+](=O)[O-])cc2)CC1,108,-90,2,1,-44,9,-7,105,-0.6,5
O=c1c2ccccc2nnn1CSc1nc2sc3c(c2c(=O)n1CC1CCCO1)CCC3 (centres undefined),88,-29,-1,3,.,18,-4,83,-3.7,-14
CCC(C)(C)n1nnnc1C(c1cccc(C#N)c1)N1CCN(c2cccc(C)c2C)CC1 (centres undefined),62,-38,-1,4,-8,8,-19,67,-0.7,-6
Cc1ccc(Nc2cc(C)nc3nc(C)nn23)cc1,92,-38,.,2,6,18,-3,92,-1.9,6
CC(C)CNC(=O)CC(=O)NN=C1CCCC1,88,-10,-1,0,3,4,2,88,-0.7,-3
COc1ccccc1CNC(=O)CCn1c(=O)[nH]c2ccsc2c1=O,107,-24,.,-3,6,8,-5,97,-0.4,-3
COc1ccc(Cc2nnc(SCC(=O)Nc3ncc(C)s3)o2)cc1,105,-20,-1,3,8,12,-11,98,-0.6,2
COc1ccc2c(c1)sc(N)[n+]2Cc1cc(C)cc2cccnc12,8,-11,22,48*,-63,5,6,10,-5.8,24
Cc1cc(C(F)(F)F)c2sc(N)nc2n1,101,-17,0,0,-5,6,-1,95,1.0,-7
COc1cc(NC(=O)c2cc(Cl)ccc2Cl)ccc1-c1cc2ccccc2oc1=O,79,-29,.,-3,31,3,-11,70,2.6,-3
CC1CCCN(CCOCCOc2ccccc2-c2ccccc2)C1 (centres undefined),68,-59,-4,11,9,6,11,67,-2.5,-9
CC1CCc2nc(NC(=O)Nc3ccc4c(c3)OCO4)sc2C1 (centres undefined),83,-27,-8,3,.,11,-3,78,-0.6,1
CC1=NN(c2ccccc2)C(=O)/C1=C/c1c(O)n(-c2ccc(F)cc2)[nH]c1=O,86,-12,-1,0,-30,22,3,86,-2.8,-7
C=CCS/C(=N\n1cnc2ccccc2c1=O)N(CC)CC,104,-89,0,8,3,24,-3,85,-0.9,-5
COc1ccc(-c2ccc(-c3nnc(-c4ccncc4)o3)cc2)cc1,102,-33,0,3,-19,16,-7,107,1.5,11
O=C(Nc1cccnc1)Nc1ccc(F)c(Cl)c1,81,-91,-2,-3,3,5,1,83,-1.0,2
C=CCOc1nc(-c2ccncc2)nc2ccccc12,80,-21,0,7,-10,30*,-19,84,1.9,-13
O=S(=O)(Nc1ccc(-n2cccc2)cc1)c1ccc(Cl)cc1Cl,95,74*,0,5,28,15,-26,93,-0.4,0
COC(=O)C(CC(=O)c1ccc(Br)cc1)n1ccnc1 (centres undefined),2.7*,-11,1,7,12,6,7,2.6*,-2.1,17
COCc1cc(C)n(CC(=O)N/N=C/c2ccc(-c3ccc(Cl)c(C(=O)O)c3)o2)c(=O)c1C#N,99,-18,-4,-1,.,13,6,102,-0.4,14
# (listing goes on)
SMILES,HCT116 PTEN-null,Yeast growth inh,Phagocytosis inh,NPY-Y2 antag,E-sel TNF inh,Measles CPE,Yeast life ext,HCT116 bCat-KO,MRP-1 activ,GALR2 blocker
CC1Oc2ccccc2OC1(O)c1ccc2ccccc2n1 (centres undefined),95,-11,-6,2,.,17,0,89,-0.1,6
CC(C)c1ccc(NC(=O)CN(Cc2ccccc2)S(C)(=O)=O)cc1,82,-28,.,2,1,6,.,80,-1.9,0
COc1cc(NC2=Nc3cccc4cccc2c34)cc(OC)c1OC,70,-37,-3,3,.,6,3,70,-2.4,13
Cn1nnnc1SCC(=O)c1ccco1,104,-60,1,-1,.,4,-10,92,-0.6,1
O=C(CN1C(=O)COc2ccccc21)c1cccc(Cl)c1,101,-52,0,1,-16,12,1,107,0.2,10
COc1ccc(N(C(=O)c2ccc(F)cc2)C2=CC3CCC(C2)N3C)cc1 (centres undefined),108,-8,0,3,1,9,2,97,-0.3,7
Cc1ccc(-n2nc(C)c3c(-c4cccs4)c(C#N)c(N)nc32)cc1,88,-22,-1,2,-17,6,2,93,-5.8,2

# Random excerpt: 7 records from the list.
SMILES,HCT116 PTEN-null,Yeast growth inh,Phagocytosis inh,NPY-Y2 antag,E-sel TNF inh,Measles CPE,Yeast life ext,HCT116 bCat-KO,MRP-1 activ,GALR2 blocker
Cn1nnnc1SCC(=O)c1ccco1,104,-60,1,-1,.,4,-10,92,-0.6,1
CC(C)c1ccc(NC(=O)CN(Cc2ccccc2)S(C)(=O)=O)cc1,82,-28,.,2,1,6,.,80,-1.9,0
O=C(CN1C(=O)COc2ccccc21)c1cccc(Cl)c1,101,-52,0,1,-16,12,1,107,0.2,10
Cc1ccc(-n2nc(C)c3c(-c4cccs4)c(C#N)c(N)nc32)cc1,88,-22,-1,2,-17,6,2,93,-5.8,2
CC1Oc2ccccc2OC1(O)c1ccc2ccccc2n1 (centres undefined),95,-11,-6,2,.,17,0,89,-0.1,6
COc1ccc(N(C(=O)c2ccc(F)cc2)C2=CC3CCC(C2)N3C)cc1 (centres undefined),108,-8,0,3,1,9,2,97,-0.3,7
COc1cc(NC2=Nc3cccc4cccc2c34)cc(OC)c1OC,70,-37,-3,3,.,6,3,70,-2.4,13

# Compound activity from PubChem.
